hiPSC survival: increases survival of single human iPS cells; hiPSC single-cell survival, ATPlite luminescence; 100% = ROCK inhibitor wells, 0% = DMSO; survival enhancement, % at 20 µM; 360,000 compounds, 0.044% hits; in the data active means survival enhancement above about 18%;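 further: cells exposed to compounds for 16 hours before the ATP read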
Peg3 prom inh: inhibitors of Peg3 promoter. 360,000 compounds, 1.7% hits. HeLa PEG-Prom luciferase reporter, luminescence, overnight. inhibition, % at 20 µM;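 active means inhibition of at least 50% at 20 µM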
Granule exo inh: blocks lytic granule exocytosis. inhibition, % at 10 µM. 360,000 compounds, 0.66% hits. TALL-104 LAMP-1 surface exposure, flow cytometry; cells stimulated with thapsigargin and PMA;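 active means inhibition above about 55%, limit read from the data; inconclusive means no clear call, values can overlap the other calls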
CaV13 ICDI inh: Disruptors of the CACNA1D IQ motif to Ca2+-dependent inactivation inhibitor domain association, primary screening, Förster resonance energy transfer in intact living …. 340,000 compounds, 0.098% hits. HEK cells, CFP/YFP FRET ICDI-IQ, plate reader, 10 min; percent FRET-ratio fall versus neutral wells. AID 743397. inhibition, % at 12.3 µM;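 active means mean replicate inhibition of at least 30% and at least 1% of replicates passing that level; inconclusive means only one of the two criteria is met; inactive means neither criterion is met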;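 further: 0% = median of the neutral control wells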
NR2E3 ag-1: activates human photoreceptor nuclear receptor NR2E3; GST-NR2E3/biotin-RetCOR TR-FRET, 1536-well; inhibition of corepressor binding, % at 4.78 µM; 320,000 compounds, 0.12% hits; AID 2300;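 active means percent inhibition above the cutoff of mean plus 3 SD of all tested compounds, set per screening campaign, cut at about 20% in these data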;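 further: 0% = DMSO wells and 100% = biotin wells as full block of FRET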
Target sequence (Q9Y5X4 whole entry, looked up): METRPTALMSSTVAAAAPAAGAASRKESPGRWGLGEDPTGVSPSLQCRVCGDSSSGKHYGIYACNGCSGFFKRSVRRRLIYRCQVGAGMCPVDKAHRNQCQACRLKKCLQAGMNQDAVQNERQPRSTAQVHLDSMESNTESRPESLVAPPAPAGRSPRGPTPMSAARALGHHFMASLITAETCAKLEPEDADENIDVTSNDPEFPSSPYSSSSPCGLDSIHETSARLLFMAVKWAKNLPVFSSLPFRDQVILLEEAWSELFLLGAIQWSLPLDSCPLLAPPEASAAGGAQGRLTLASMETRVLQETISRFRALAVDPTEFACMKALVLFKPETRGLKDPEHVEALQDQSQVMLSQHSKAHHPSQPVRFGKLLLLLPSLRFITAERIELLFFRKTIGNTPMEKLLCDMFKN
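Assay system: NR2E3–RetCOR corepressor complex. Quantity: 1.35 nM GST-NR2E3. Buffer or medium: pH 7.5 Tris-based buffer. Reagent: biotinylated RetCOR corepressor at 7 nM final. Schedule: 5 h at 4 °C. Detection: TR-FRET, emission read at 617 and 671 nm. Replicates: one well per compound, singlicate testing.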
aDG glyco act: alpha-DG glycosylation activation. Pro5-aDG cells, alpha-DG glycosylation AlphaScreen (IIH6); 0% Pro5, 100% B10-LARGE cell signal. activation, % at 10 µM. 360,000 compounds, 0.22% hits. AID 624168;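 active means activation of at least 8% versus controls, or a plate z-score of at least 8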;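 further: Pro5 are CHO cells carrying HIG-tagged alpha-DG that lacks glycosylation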
HIF-2a block: blocks HIF-2a reporter activity; 786-0 RCC cells HIF-2a reporter, luciferase luminescence, overnight; AID 624352; 360,000 compounds, 0.72% hits; inhibition, % at 18.8 µM;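 active means inhibition of the luminescence signal of 40% or more relative to plate controls, in a single-dose primary screen at 18.75 µM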
PDI turbidity: PDI (human) enzyme inhibition. P07237. PDI insulin aggregation turbidity, A650, 90 min. inhibition, % at 10 µM. 350,000 compounds, 0.052% hits;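 active means mean inhibition across replicates of 30% or more, whatever share of single replicates reach that level; inconclusive means mean inhibition below 30% while every single replicate reaches 30%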;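 further: absorbance from insulin aggregation driven by PDI reduction with DTT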
Target sequence (P07237 whole entry, looked up): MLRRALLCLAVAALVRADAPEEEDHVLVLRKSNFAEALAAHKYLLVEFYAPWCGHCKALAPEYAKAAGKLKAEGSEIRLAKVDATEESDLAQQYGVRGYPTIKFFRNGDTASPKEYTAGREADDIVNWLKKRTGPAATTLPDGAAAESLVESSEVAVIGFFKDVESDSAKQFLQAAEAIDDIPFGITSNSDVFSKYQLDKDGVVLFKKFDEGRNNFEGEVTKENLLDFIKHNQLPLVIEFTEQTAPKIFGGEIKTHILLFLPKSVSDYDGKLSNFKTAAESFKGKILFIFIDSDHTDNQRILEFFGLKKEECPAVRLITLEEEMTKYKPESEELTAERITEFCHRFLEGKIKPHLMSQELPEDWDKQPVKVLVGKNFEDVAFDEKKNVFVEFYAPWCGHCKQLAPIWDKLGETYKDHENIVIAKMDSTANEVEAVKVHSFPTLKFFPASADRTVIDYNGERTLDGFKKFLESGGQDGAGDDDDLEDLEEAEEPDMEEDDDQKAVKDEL
TRPM1 prom inh: reduces MITF-dependent TRPM1 promoter luciferase signal; inhibition, % at 12.5 µM; 330,000 compounds, 0.83% hits; SK-MEL-5 TRPM1 promoter luciferase, 24 h; AID 488899;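 active means mean inhibition across replicates of 60% or more, whatever share of single replicates reaches that level; inconclusive means some that reach 60%, reason not given; inactive means mean inhibition across replicates below 60%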; further: values of inactives mirror those of a sister screen read the other way
Vif inh: inhibitors of HIV Vif | HEK293T cells, Vif self-association by quenched fluorescence, imaging, 24 h | inhibition, % at 7.49 µM | 340,000 compounds, 0.35% hits; in the data active means inhibition above about 50%, passing the limit was not always enough; inconclusive means no clear call, values can overlap the other calls; inactive means below about 31%; further: some results filed as inactive read as strong as hits
NR2E3 ag-2: agonists of human NR2E3 nuclear receptor; Q9Y5X4; AID 602229; CHO-S Gal4-NCOR/VP16-NR2E3 two-hybrid, luciferase; inhibition of corepressor binding, % at 3.98 µM; 360,000 compounds, 0.35% hits;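 active means inhibition above the mean of all tested compounds plus 3 SD, cut at about 70% in these data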;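 further: 0% = DMSO with NR2E3 transfected cells and 100% = cells lacking NR2E3 construct; higher means lower luciferase signal from less NR2E3 corepressor binding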
* = called active by the depositor; u = inconclusive; x = not tested or not shown. The order is random (roughly 3.5% active in at least one column).

SMILES	hiPSC survival	Peg3 prom inh	Granule exo inh	CaV13 ICDI inh	NR2E3 ag-1	aDG glyco act	HIF-2a block	PDI turbidity	TRPM1 prom inh	Vif inh	NR2E3 ag-2
COc1nc(N=C(N)N)nc2c(C)cccc12	-0.3	11.9	-0.5	-3.2	-5.2	-0.1	5.3	13.0	15.3	-6.6	-7.5
O=[N+]([O-])c1ccccc1CCc1cnc(Cl)s1	-0.6	-14.9	-4.1	-4.5	0.1	-0.2	-36.4	-0.5	-9.1	x	0.0
COc1ccc2sc(N(CCCN(C)C)C(=O)c3ccc(S(=O)(=O)N4CCCc5ccccc54)cc3)nc2c1	-0.4	84.2*	34.5	-6.3	-2.3	1.9	-49.6	5.6	77.2*	x	-3.6
O=c1[nH]c(=S)[nH]c2nc(-c3cccs3)cc(C(F)(F)F)c12	0.8	10.8	3.1	-4.4	0.8	1.0	1.5	2.2	7.5	-5.5	31.3
Cc1cccc(OCCn2cnc(Cl)c2Cl)c1	0.2	-8.7	-0.9	-3.0	1.4	0.1	-11.8	1.7	-9.5	-4.4	4.4
O=C(COC(=O)/C=C/c1ccco1)Nc1ccc(F)cc1Cl	-0.2	-7.8	-1.9	-4.5	5.7	0.0	-13.2	-4.1	-14.0	2.9	-15.7
COc1cc(/C=C(\C(=O)O)c2ccc(S(=O)(=O)N3CCCC3)s2)cc(OC)c1	0.0	2.0	-1.5	-6.5	x	0.0	17.4	6.5	-4.4	-12.3	-17.6
C=C(C)c1cccc(C(C)(C)NC(=O)N2CCN(c3ccc(OC)cc3)CC2)c1	-0.5	0.9	-13.0	-3.2	5.2	0.3	15.0	-6.0	1.1	-1.5	-11.9
Cc1ccc(C)c(S(=O)(=O)N2CCCC2CNC(=O)C(=O)NCc2ccco2)c1 (configuration not stated)	0.7	-8.2	4.8	x	0.3	-0.1	14.5	5.6	5.1	-3.8	14.1
O=C(CNC(=O)c1cccc([N+](=O)[O-])c1)OCCCC(=O)c1ccc(F)cc1	2.1	-9.8	-1.9	-2.3	x	-0.2	4.6	-14.4	1.8	2.0	-2.0
COc1cccc(CN2c3ccc(Br)cc3C(=O)CS2(=O)=O)c1	2.2	11.5	1.3	-5.6	4.5	0.3	1.3	-0.4	9.8	-12.0	24.9
COCCCN1C(=O)CC(C(=O)OC)=C1C	0.5	10.3	-1.0	-18.8	2.6	0.0	11.6	-1.1	10.0	2.5	-3.1
COc1ccc(C)cc1N(CC(=O)N/N=C/c1ccc2c(c1)OCO2)S(C)(=O)=O	0.3	12.0	3.7	-4.6	-3.7	-0.1	5.1	7.5	2.2	5.1	-19.0
COn1c(C)c(C(C)=O)c2c3nonc3ccc21	-2.6	4.4	5.6	x	3.9	-0.1	19.6	-14.0	1.9	-15.4	3.9
O=[N+]([O-])c1ccc(-c2ccc(/C=N/Nc3nc(NCc4ccccc4)nc(N4CCOCC4)n3)o2)cc1	-3.3	99.2*	u	-7.0	2.3	-0.6	59.0*	6.6	77.0*	1.0	26.0
CS(=O)(=O)c1ccc(C(=O)OCC(=O)NCc2cccs2)cc1[N+](=O)[O-]	-0.7	108.1*	0.7	-7.0	x	-0.6	83.2*	-1.6	85.3*	6.8	-11.7
Cn1nc(-c2ccccc2)c(C#N)c1Sc1cccc(Cl)c1	-0.4	14.4	1.7	-8.1	4.3	-0.1	8.5	1.0	0.3	-11.9	6.4
O=C1C2C3c4ccccc4C(c4ccccc43)C2C(=O)N1c1cccnc1 (configuration not stated)	1.0	7.9	-6.0	-2.8	-4.0	0.1	21.5	9.6	10.4	-4.5	-0.8
COc1cc(CNC(=O)CCn2nc(C)c3c(C)n(-c4ccccc4)nc3c2=O)cc(OC)c1OC	0.0	19.3	0.4	-2.5	-1.3	0.4	11.7	-3.5	-5.2	-1.7	2.2
CC1CCN(C(=O)CCCC(=O)O)CC1	0.8	9.1	-2.6	-15.9	1.9	-0.2	23.0	-5.8	-5.7	2.1	-5.7
CCN(CC)C(=O)c1sc(NC(=S)N2CCN(C(=O)C3CCCO3)CC2)c(C(=O)OC)c1C (configuration not stated)	-0.5	27.6	-0.1	-2.8	-2.6	0.3	7.0	-12.3	9.7	-11.4	-2.3
O=C(CC[C@H]1O[C@@H](n2cnc3c(NC(=O)c4ccccc4)ncnc32)[C@H](O)[C@@H]1O)NCc1ccccn1	1.7	-1.8	5.9	-5.4	x	-0.4	3.6	x	x	x	-12.6
COc1ccc(N(CCC(=O)Nc2ccccc2F)S(=O)(=O)c2ccc(C)cc2C)cc1	-0.1	9.9	7.5	-7.0	-2.7	0.2	11.5	-4.1	1.8	-4.6	-37.1
CN(c1cccc(NC(=O)c2ccc(Cl)c(S(=O)(=O)N3CCOCC3)c2)c1)S(C)(=O)=O	0.2	7.5	-1.3	x	x	1.6	11.4	-6.0	18.1	-1.4	-16.7
CC(=O)CSc1ncnc2c1oc1ccccc12	0.3	-123.1	-0.4	-5.0	0.8	0.1	-136.3	17.4	-52.5	0.1	-32.3
CC(=O)NC1(C(Cl)(Cl)Cl)Oc2ccccc2O1	-3.3	23.7	1.7	-3.9	1.5	-0.3	47.0*	-5.7	3.1	13.4	-20.7
CCOC(=O)C(NC(=O)Nc1ccc(Cl)cn1)(Oc1ccccc1)C(F)(F)F (configuration not stated)	-2.0	5.5	6.5	-4.5	3.1	-0.1	12.7	2.6	-2.5	x	-46.8
O=S(=O)(c1cccs1)N1CN(Cc2cccs2)c2nc3ccccc3nc21	3.5	-109.3	2.0	x	1.6	0.1	-132.4	7.2	-0.3	-4.0	-110.8
CCOC(=O)C1CCN(C(=O)C2CCN(S(=O)(=O)N3CCCC3)CC2)CC1	0.3	8.6	1.3	-6.2	2.8	-0.3	-10.7	-5.1	6.3	-2.8	4.4
CCN(CC)c1nc2nonc2nc1N(CC)CC	3.7	-4.7	0.3	-4.4	3.4	-0.1	4.7	3.2	-1.3	17.4	7.0
O=C(COc1ccc(S(=O)(=O)N2CCCC2)cc1)N1CCCC1	-0.5	11.1	-7.0	-2.7	5.7	-0.1	2.7	-3.8	4.6	14.0	-6.6
CCc1cccc(NC(=O)CC2Oc3ccccc3NC2=O)c1 (configuration not stated)	0.0	16.2	-6.3	-6.4	-3.2	0.0	3.4	1.6	6.7	6.4	-17.9
NC(=O)CSc1nnc(COc2ccccc2)n1N	0.0	11.6	4.5	2.5	0.0	0.1	15.6	-0.3	-9.2	4.8	0.6
Cc1ccc(S(=O)(=O)Nc2ccc(Cl)cn2)cc1	-0.4	11.6	-2.1	-6.1	3.0	0.0	25.1	2.0	6.4	-1.6	3.7
Nc1cccc(/C=C/c2ccncc2)c1	1.2	-131.2	1.8	-17.5	2.1	0.1	-146.8	-9.4	-14.5	12.3	-79.5
CCCc1nnc(NC(=O)Cn2c(=O)oc3cc(Br)ccc32)s1	4.4	-14.7	1.3	-11.3	2.2	0.0	14.2	5.1	6.9	-5.7	15.3

Taken from above:
In Peg3 prom inh, `Cc1ccc(S(=O)(=O)Nc2ccc(Cl)cn2)cc1` is listed with 11.6
In aDG glyco act, `CCOC(=O)C(NC(=O)Nc1ccc(Cl)cn1)(Oc1ccccc1)C(F)(F)F` (configuration not stated) is listed with -0.1

Next part:
SMILES	hiPSC survival	Peg3 prom inh	Granule exo inh	CaV13 ICDI inh	NR2E3 ag-1	aDG glyco act	HIF-2a block	PDI turbidity	TRPM1 prom inh	Vif inh	NR2E3 ag-2
CCC1(C)OC(=O)NN(c2ccc(C)cc2)C1(C)O (configuration not stated)	-0.2	16.3	8.5	-4.3	3.1	-0.3	19.0	0.1	8.1	-1.8	-13.4
CCn1c2ccccc2c2nnc(SCC(=O)NCc3cccs3)nc21	-0.3	-0.8	2.1	-4.7	0.3	0.1	14.5	-3.8	7.6	x	-6.1
CC1=C/C(=N\NC(=O)c2cccs2)CC(C)(C)C1	2.3	-2.3	1.7	-3.1	-0.4	-0.3	5.9	-3.2	-4.9	-0.5	-62.4
Cn1c(=O)n(C)c2cc(N3CCOCC3)c(NC(=O)c3cccc(Cl)c3)cc21	-0.4	4.6	-7.2	-5.9	0.5	-0.1	-3.8	5.9	-11.8	-6.6	-16.5
CCOC(=O)c1cc2sccc2n1CC(=O)N1CCCc2ccccc21	5.8	5.7	1.3	-10.2	-4.4	0.1	-2.3	-1.0	-1.5	1.6	13.2
CCn1c(CNC(=O)c2ccc(OC)cc2)nnc1SCC(=O)c1ccccc1	0.1	11.4	-1.1	-3.0	0.4	0.0	0.4	0.7	2.5	-1.2	8.5
Cc1nc2c(-c3ccccc3)c(C)nn2c(C)c1CCC(=O)NCc1ccco1	1.1	-2.3	4.7	-7.0	-2.2	-0.4	17.2	1.6	9.9	x	1.3
Cc1nonc1NC(=O)CSc1cn[nH]n1	2.0	-2.8	-13.0	-3.5	0.4	-0.1	6.0	-16.2	6.5	6.3	-20.5
COC(=O)c1ccc(NN=Nc2ccc(C)cc2)cc1	-2.7	-87.3	-2.2	-8.9	-2.6	-0.4	2.1	0.8	-14.6	-0.9	-121.9
CCN(CC)c1ccc(S(=O)(=O)N2CCOCC2)cc1NC(=O)CN1C(=O)NC2(CCC(C)CC2)C1=O (configuration not stated)	1.8	-3.5	26.6	-5.7	-3.9	-0.3	12.4	11.9	-4.6	-4.4	-14.4
CCCOc1ccc(C(=O)NNC(=S)NC(=O)c2ccco2)cc1	0.2	23.8	-0.4	34.6*	1.3	1.1	13.5	-4.3	21.1	-10.7	31.2
COc1ccc(NS(=O)(=O)c2ccc(Br)cc2)cn1	-0.4	2.8	-7.2	-7.3	1.2	-0.1	1.7	5.1	-3.7	-1.6	5.7
Cc1cc(C(=O)COC(=O)c2ccc3c(c2)NC(=O)CS3)c(C)n1CC1CCCO1 (configuration not stated)	1.3	-51.7	1.7	-14.2	0.2	0.4	-46.2	7.4	-24.3	-8.0	-31.6
COc1ccc(CCNC(=O)CSc2nc3[nH]ncc3c(=O)n2-c2ccc(Cl)cc2Cl)cc1OC	-4.5	10.5	-2.0	-4.2	-0.3	-0.2	18.6	0.2	-7.1	-0.5	-3.5
O=S(=O)(Nc1ccc2c(c1)OCO2)c1ccc(F)c(F)c1	3.3	18.9	-1.3	-1.9	2.9	0.1	-13.5	4.1	1.2	-1.3	15.7
CCN1CCN(CCC(=O)Nc2ccccc2C)CC1	0.4	8.2	3.9	-4.7	-1.8	-0.1	8.4	2.6	14.5	-11.6	-7.5
COc1ccc(OC)c(CCNC(=O)CS(=O)(=O)Cc2nc(-c3ccccc3Cl)oc2C)c1	-0.6	11.4	1.6	-3.4	1.2	0.3	7.0	3.2	3.9	-8.3	5.6
CC(=O)Nc1ccc(NC(=O)c2ccccc2C)cc1	-0.3	-12.2	3.3	-9.5	0.4	-0.2	-9.3	2.8	-4.2	5.9	-18.9
